Source: PubChem BioAssay
pAkt inh: blocks phosphorylation of Akt. activity change, % for hits at 50 µM. AID 651550. 360,000 tested, 0.32% active. Neuro2A IGF-stimulated pAkt S473 HTRF, 20 min; hits give low values; in the data active = activity change below about -80%; inconclusive = mostly about -51% to -80%; also: % is scaled to controls: 0 for no effect and ±100 for the full control effect
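Neuro2A cells (4,500/well, DMEM with 0.5% FBS) were treated with compound at a single 50 µM final concentration, stimulated with 6 nM IGF for 20 min at 37 °C, and lysed. Phospho-Akt Ser473 was read by HTRF as 665/615 ratio ×10^4.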
Nrf2 activator: Nrf2 pathway activation. AREc32 ARE-luciferase reporter (MCF7-derived line), luminescence, 24 h. Potency, µM (titrated, usually from 46.1 µM), for inactives: at the highest dose activation, most hits filed as activators. AID 624171. 410,000 tested, 0.31% active; also: potency is read from the fitted curve at half-maximal effect; % of control where 0% means no effect; nearly all actives have a fitted effect of over 65% in size
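Luciferase luminescence (Steady-Glo, 30 min at room temperature) served as the read-out of ARE activation in AREc32 cells treated with compounds for 24 hr at 37 deg C.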
CCT chaperon mod: changes cytosolic chaperonin activity; purified chaperonin ATPase assay, HTRF ADP detection, 30 min; activity change, % (concentration not given with the values), hits read low; 360,000 tested, 0.3% active; AID 651819; in the data active = activity change below about -30%; also: % is scaled to controls: 0 for no effect and ±100 for the full control effect
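ATPase activity: ADP formed was measured by HTRF Transcreener (665/615 nm ratio) after 30 min at 37 deg C with 10 uM ATP. Compounds screened at one 76 uM concentration against 40 or 20 nM TRiC in Tris pH 7.4/KCl/MgCl2/DTT buffer.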
MmCpn inh: blocks the Methanococcus maripaludis chaperonin Mm-Cpn; Potency, µM (highest dose often 76.9 µM), without a hit: at the top dose activity, negative = inhibition, usual class: inhibitors; AID 504842; 330,000 tested, 0.031% active; purified Mm-Cpn ATPase, ADP Transcreener TR-FRET; also: potency is read from the fitted curve at half-maximal effect; % is scaled to controls: 0 for no effect and ±100 for the full control effect; nearly all actives have a fitted effect of over 80% in size
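Purified archaeal chaperonin (25 nM final) was preincubated with compound for 10 min at 37°C, then ATP (10 uM final) was added for 30 min at 37°C in Tris pH 7.4/KCl/MgCl2/DTT buffer. ADP was quantified by HTRF Transcreener TR-FRET.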
A549 tox: A549 cytotoxicity, counter-screen for Nrf2 inhibitors. A549 ARE-Fluc cells, CellTiter-Fluor viability, 18-24 h. Potency, µM (doses to about 46 µM), for inactives: top-dose activity change, negative = cytotoxicity, usual class: inhibitors. 390,000 tested, 0.16% active; also: potency is read from the fitted curve at half-maximal effect; % is scaled to controls: 0 for no effect and ±100 for the full control effect
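Cytotoxicity counterscreen: CellTiter-Fluor fluorescence was measured in A549 ARE_Fluc cells after 18-24 h of compound exposure in a concentration series. The subsequent BugLite luminescent read reports ARE-luciferase activity.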
Nrf2 inh: Nrf2 pathway inhibition; A549 ARE-Fluc reporter, luciferase luminescence, 18-24 h; Potency, µM (top dose mostly 46 µM), inactives show top-dose activity change, negative = inhibition, usual class: inhibitors; 360,000 tested, 2.1% active; also: potency is read from the fitted curve at half-maximal effect; % is scaled to controls: 0 for no effect and ±100 for the full control effect; nearly all actives have a fitted effect of over 60% in size
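In this cell-based qHTS, ARE-driven firefly luciferase in A549 cells reports Nrf2 activity; the luminescent signal after BugLite lysis is the measured value, with a prior CellTiter-Fluor read for cell health.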
EPAC2 antagonist: blocks human EPAC2 exchange factor; 360,000 tested, 0.18% active; Q8WZA2; EPAC2 GEF exchange of Rap1B-BODIPY-GDP, fluorescence; Potency, µM (titrated, usually from 114 µM), for inactives: at the highest dose activity, negative = inhibition, usual class: inhibitors; also: potency is read from the fitted curve at half-maximal effect; % is scaled to controls: 0 for no effect and ±100 for the full control effect; nearly all actives have a fitted effect of over 45% in size; many of its hits are not listed in these tables
Target sequence (Q8WZA2 whole entry, looked up): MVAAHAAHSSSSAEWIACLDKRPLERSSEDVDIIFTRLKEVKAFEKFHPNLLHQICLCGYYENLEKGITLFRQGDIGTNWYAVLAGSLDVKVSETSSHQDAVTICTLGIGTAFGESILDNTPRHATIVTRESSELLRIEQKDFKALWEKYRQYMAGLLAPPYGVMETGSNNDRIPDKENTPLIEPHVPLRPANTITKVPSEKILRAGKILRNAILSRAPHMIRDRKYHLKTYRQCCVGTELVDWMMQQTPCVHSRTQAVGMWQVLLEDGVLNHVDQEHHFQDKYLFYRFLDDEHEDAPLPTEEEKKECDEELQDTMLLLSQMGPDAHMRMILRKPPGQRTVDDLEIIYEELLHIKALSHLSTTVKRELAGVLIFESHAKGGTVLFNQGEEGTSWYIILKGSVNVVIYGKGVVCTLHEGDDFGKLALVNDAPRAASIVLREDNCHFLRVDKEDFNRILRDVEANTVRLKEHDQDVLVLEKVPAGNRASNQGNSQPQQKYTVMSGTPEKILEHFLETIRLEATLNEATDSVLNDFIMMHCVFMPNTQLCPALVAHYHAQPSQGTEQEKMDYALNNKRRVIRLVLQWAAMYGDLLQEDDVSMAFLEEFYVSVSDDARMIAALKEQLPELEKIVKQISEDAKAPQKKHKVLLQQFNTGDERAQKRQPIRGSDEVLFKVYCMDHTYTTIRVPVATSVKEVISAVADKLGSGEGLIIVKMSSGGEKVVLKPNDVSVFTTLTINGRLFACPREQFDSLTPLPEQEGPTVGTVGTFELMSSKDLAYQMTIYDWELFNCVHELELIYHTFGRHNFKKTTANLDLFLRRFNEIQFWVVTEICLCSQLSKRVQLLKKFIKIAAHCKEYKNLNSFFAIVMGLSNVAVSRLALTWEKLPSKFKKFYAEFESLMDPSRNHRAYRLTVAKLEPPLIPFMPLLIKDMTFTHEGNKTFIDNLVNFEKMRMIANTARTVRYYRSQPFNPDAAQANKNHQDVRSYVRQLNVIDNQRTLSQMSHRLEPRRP
EPAC2 agonist: activates human EPAC2 exchange factor. Q8WZA2. EPAC2 activation, biochemical qHTS; response scale: 100% = 6.5 mM cAMP response. Potency, µM (highest dose often 154 µM), without a hit: at the highest dose activation, most hits filed as activators. 360,000 tested, 0.079% active. AID 720711; also: potency is read from the fitted curve at half-maximal effect; nearly all actives have a fitted effect of over 50% in size
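Fluorescence exchange assay: 100 nM EPAC2 with 250 nM RAP1B-BODIPY-GDP and 50 uM GDP; compounds tested as a concentration-titration series (qHTS). Loss of Rap1-bound BODIPY-GDP fluorescence read at 480/540 nm; data normalized to 6.5 mM cAMP.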
TGFb SMAD3 inh: blocks TGF-b signaling. Potency, µM (titrated, usually from 46.1 µM), without a hit: top-dose activity, negative = inhibition, hits mostly inhibitors. HepG2 CAGA-GFP TGF-b/SMAD3 reporter, GFP fluorescence, 18 h; TGF-beta stimulated, 500 pg/mL final. 410,000 tested, 1.2% active; also: potency is read from the fitted curve at half-maximal effect; % is scaled to controls: 0 for no effect and ±100 for the full control effect; nearly all actives have a fitted effect of over 65% in size
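TGF-beta reporter screen: HEPG2 CAGA-GFP, 1% FBS, 500 pg/mL TGF-beta final, 18 h; per-cell GFP summed per well; curves fitted and categorized by class.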
* = called active by the depositor; i = inactive; ? = inconclusive; . = not tested or not shown; & = joins results of further samples; [ ] = another dose, or the depositor's remark. Unless noted, calls follow the shape of the dose curve; as a rule, active = well fitted curve in the direction sought with a large enough effect; inconclusive = small, poorly fitted or top-dose-only effect, or another doubt; inactive = no such curve, though single readings can be large; an effect the other way counts as inactive or inconclusive. This is a subset; rates above refer to the full screens.

SMILES | pAkt inh | Nrf2 activator | CCT chaperon mod | MmCpn inh | A549 tox | Nrf2 inh | EPAC2 antagonist | EPAC2 agonist | TGFb SMAD3 inh
Cc1c(NC(=O)CCSc2ccc(Cl)cc2)c(=O)n(-c2ccccc2)n1C | i | -0.7% | -0.7 | 2% | 3% | . | 9% | 5% | -14%
CCSc1nc2ccccc2c(=O)n1C1CCOC(C)(C)C1 (centres undefined) | i | 0.1% | -0.4 | 2% | 0% | -1% | 40µM* | 19% | 3%
CNC(=O)C1CN(C(=O)c2cccc(S(=O)(=O)N3CCc4ccccc43)c2)c2ccccc2O1 (centres undefined) | i | -2.1% | -0.9 | . | . | . | 3% | 6% | -2%
FC(F)(F)c1cnc(C(c2ccccn2)c2ncn[nH]2)c(Cl)c1 (centres undefined) | i | 0.4% | -0.7 | -3% | -6% | ? | -9% | 5% | 1%
CCN(CC)S(=O)(=O)c1ccc(NC(=O)c2cnccn2)cc1 | i | -0.4% | -1.3 | -20% | 0% | -16% | 5% | 4% | -3%
COc1ccc(C(NC(=O)C(C)C)c2c(O)ccc3ccccc23)cc1 (centres undefined) | i | -0.6% | -0.2 | 1% | -11% | 1% | -14% | 6% | -27%
COc1ccc(-c2ccc(NS(=O)(=O)c3cccc([N+](=O)[O-])c3)cc2)nn1 | . | 0.0% | -4.6 | 2% | 4% | 4% | 4% | 15% | -16%
COc1ccc(OC)c(C(=O)c2ccccc2)c1 | i | -0.4% | -3.5 | -3% | 1% | 5% | -1% | 7% | -5%
CC(=O)c1cc2c(=O)c3cc(C)ccc3oc2nc1C | i | 2.8% | -0.8 | 0% | -2% | ? | 13%[57.1 µM] | 8% | 0%
O=C(N/N=C\c1ccc(OC(=O)c2ccco2)cc1)c1ccc(Cl)cc1 | i | 0.1% | 0.2 | 3% | -1% | 11% | 1% | 4% | -12%
COc1ccc(OC)c(S(N)(=O)=O)c1 | i | 0.2% | 0.2 | 3% | -10% | -15% | 4% | 0% | -26%
CCn1c(=O)cc(OCC(=O)NCC2CCCO2)c2ccccc21 (centres undefined) | i | 3.1% | 0.1 | 0% | 5% | -8% | -5% | 7% | -18%
CCOc1ccc(NC(=O)NCCN2CCN(c3cccc(C)c3C)CC2)cc1 | i | 0.4%&0.4% | -0.2 | -5% | -5%&-3% | 0%&-5% | 4% | -5% | -14%&-18%
CCOc1ccc(CCNC(=O)CSCc2ccc(C)cc2)cc1OCC | i | 0.1% | -2.3 | 3% | -2% | ? | -15% | -5% | -13%
O=C(COC(=O)/C=C/c1cccc(Cl)c1)NC1CC1 | i | 3.7% | -1.7 | 2% | 2% | 5% | 4% | 6% | -2%
CCCN1C(=O)c2[nH]nc(-c3cccc(OC)c3)c2C1c1ccccn1 (centres undefined) | . | 9.5% | . | . | 0% | -10% | . | . | ?
Cc1csc(C2=C(O)CN(c3ccc4c(c3)OCCOCCOCCOCCO4)C2=N)n1 | i | -0.2% | -0.4 | 1% | -7% | 4% | -2% | 3% | -6%
O=C(O)c1ccc(CSc2nc3ccccc3o2)cc1 | i | -0.9% | -2.5 | 0% | -10% | -18% | 4% | 11% | -8%
C=CCNC(=O)COc1coc(CN2CCN(Cc3ccccc3)CC2)cc1=O | i | -1.1% | -0.1 | 0% | 1% | 1% | 6% | 1% | -2%
COc1ccc(Nc2nnc(SC(C(=O)Nc3ccc(OC)c(Cl)c3)c3ccccc3)s2)cc1 (centres undefined) | i | 4.0% | -1.2 | 0% | -13% | -29% | 2% | 5% | 5%
COC(=O)c1cc(C(=O)c2cc(F)ccc2O)cn2c(=O)c3c(C)c(C)sc3nc12 | i | 0.0% | -1.7 | -1% | ? | ? | -5% | 15% | -13%
COc1ccc(/C=N/NC(=O)c2ccc(Cn3cc([N+](=O)[O-])cn3)o2)c(OC)c1C | i | -0.8% | -1.9 | -1% | -6% | -9% | 18% | 7% | 7%
O=C(COc1ccc(S(=O)(=O)N2CCOCC2)cc1)NCCN1CCOCC1 | i | -0.2% | -0.4 | 0% | -2% | -9% | 1% | 4% | -16%
O=C(Oc1ccccc1)c1ccccc1 | i | 0.0% | -0.9 | . | 0% | 5% | -17% | 0% | 6%
Cc1ccc(/C=N/NC(=O)c2ccc(NC(=O)c3ccc(Cl)cc3)cc2)o1 | i | 0.3% | -2.0 | 3% | 1% | 0% | 2% | 5% | 3%
Cc1cccc(NC(=S)N/N=C(\c2ccccc2)C(C)C)c1 | i | 5.8% | -3.1 | 2% | 6% | ? | -21% | 16% | 7%
Cc1nn(C)c(C)c1CN(C(=O)CCc1nnc(Cc2c[nH]c3ccccc23)o1)C(C)C | i | -0.3% | -1.6 | -2% | -2% | ? | 1% | 10% | 19%
O=C(c1ccc(OC2CCN(Cc3ccc(F)cc3)CC2)cc1)N1CCCC1 | . | 2.5% | -2.1 | 4% | 7% | ? | 0% | 15% | -7%
CCOc1ccc(S(=O)(=O)N2CCOCC2)cc1NC(=O)CN1C(=O)NC(C)(c2ccccc2)C1=O (centres undefined) | i | 0.2% | -5.0 | 2% | 0% | 10% | -3% | 11% | -15%
Cc1ccccc1Oc1cc(-n2ncc(Cl)c(Cl)c2=O)ncn1 | i | ? | -2.1 | -8% | ? | ? | -12% | -12% | 4µM*

Gathered by group: the compounds so far containing a nitro group on carbon (two)
SMILES | pAkt inh | Nrf2 activator | CCT chaperon mod | MmCpn inh | A549 tox | Nrf2 inh | EPAC2 antagonist | EPAC2 agonist | TGFb SMAD3 inh
COc1ccc(-c2ccc(NS(=O)(=O)c3cccc([N+](=O)[O-])c3)cc2)nn1 | . | 0.0% | -4.6 | 2% | 4% | 4% | 4% | 15% | -16%
COc1ccc(/C=N/NC(=O)c2ccc(Cn3cc([N+](=O)[O-])cn3)o2)c(OC)c1C | i | -0.8% | -1.9 | -1% | -6% | -9% | 18% | 7% | 7%

(listing goes on)
SMILES | pAkt inh | Nrf2 activator | CCT chaperon mod | MmCpn inh | A549 tox | Nrf2 inh | EPAC2 antagonist | EPAC2 agonist | TGFb SMAD3 inh
CC(C)CN1C(=O)CC(Sc2ccccc2C(=O)O)C1=O (centres undefined) | i | 0.1% | 1.4 | -1% | -4% | -10% | 13% | 0% | 1%
COc1ccc(OCCOC(=O)c2ccc(-n3cnnn3)cc2)cc1 | i | 0.1% | 3.0 | 1% | -3% | 10% | 7% | 1% | 0%
CN(C)CCN(C(=O)c1ccc(S(=O)(=O)N(C)c2ccccc2)cc1)c1nc2cc3c(cc2s1)OCCO3 | i | -0.1% | -2.0 | -1% | -7% | 1% | 3% | 14% | -1%
O=C1c2ccccc2C(=O)N1OCCOCCOCCBr | i | 0.3% | -1.1 | -2% | 8% | 13% | -12% | 7% | 14%
C(=C\c1ccccc1)/CN1CCN(C(CCc2ccccc2)c2nnnn2-c2ccc3c(c2)OCCO3)CC1 (centres undefined) | i | 4.2% | 0.2 | . | . | . | 22% | 3% | ?
COc1ccccc1C(=O)N(NC(=O)Oc1ccccc1)C(C)(C)C | i | -0.7% | -2.4 | 1% | -2% | 0% | -3% | 5% | 6%
COc1ccc(NC(=O)C(NC(=O)CC2NC(=O)NC2=O)c2ccccc2)cc1 (centres undefined) | i | -0.2% | -4.7 | 0% | 3% | 0% | -8% | 15% | -7%
Cc1ccc(C(C)(O)CS(=O)(=O)Cc2ccccc2Cl)cc1 (centres undefined) | i | -0.1% | 1.1 | -3% | -1% | 4% | 2% | 11% | -4%
O=C(CSc1ncn[nH]1)NCCOc1ccccc1 | i | -1.1% | -1.9 | 2% | -1% | -4% | 8% | 4% | 23%
CCc1cc(=O)oc2c3c(cc(OCC(=O)NCCCn4ccnc4)c12)OC(C)(C)CC3 | i | 5.5% | -2.7 | -7% | 2% | -12% | 8% | 7% | 5%
C=CCN1C(=O)C(Cc2ccc(SC(F)F)cc2)SC1=Nc1ccc(C(=O)O)cc1 (centres undefined) | i | 2.1% | -0.4 | 4% | 4% | -25% | -5% | -3% | -1%
COC(C)(C)[C@H](O)COc1c2ccoc2cc2oc(=O)ccc12 | i | 9.0% | 0.2 | 2% | 4% | 10% | -4% | -2% | -7%
CC(=O)Nc1ccc(C(=O)NCCN2CCOCC2)cc1 | i | -0.9% | 0.8 | 4% | 9% | 0% | 5% | 3% | 4%
Cc1ccc(N)cc1NC(=O)CN1CCOCC1 | i | -0.4% | -1.0 | 0% | -1% | 5% | 10% | 13% | 9%
Cc1cc(CNC(=O)c2cc(COc3c(F)cccc3F)on2)nn1C | i | 0.2% | -0.7 | 3% | -1% | 6% | -3% | -4% | -8%
CCOC(=O)n1c(=O)oc2cc(S(=O)(=O)N3CCCCC3)ccc21 | i | -0.4% | 1.9 | 1% | -11% | -12% | 7% | 0% | 8%
Cc1ccccc1C(=O)Nc1ccccc1N1CCCCC1 | i | 3.4% | 3.8 | -1% | 0% | 11% | ? | 16% | -24%
C[C@H]1CN([C@@H](C)CO)C(=O)CCCn2nncc2CO[C@H]1CN(C)S(C)(=O)=O | i | -1.7% | 1.6 | . | . | . | 8% | -3% | -7%
COc1cc(NC(=O)C2(C)CCCN2C(=O)C(C)C)cc(OC)c1OC (centres undefined) | i | -0.1%[9.22 µM] | -0.4 | . | . | . | 10% | 2% | 8%
COc1ccccc1C(=O)NNC(=O)C(=O)NC(C)C | i | 3.5% | -2.8 | 2% | 2% | -3% | 0% | 1% | 16%
CC(NC(=O)c1ccc(-c2ccccc2)cc1)C(c1ccccc1)N1CCOCC1 (centres undefined) | i | 2.9% | 0.1 | -2% | -13% | ? | -10% | 6% | -23%
